Screening results from PubChem.
Nrf2 activator: activators of Nrf2 (ARE) signaling. AREc32 ARE-luciferase reporter (MCF7-derived line), luminescence, 24 h. Potency, µM (highest dose often 46.1 µM), for inactives: at the top dose activation, actives largely listed as activators. 410,000 tested, 0.31% active. AID 624171; also: potency is read from the fitted curve at half-maximal effect; % of control where 0% means no effect; nearly all actives have a fitted effect of over 65% in size
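Steps: seed AREc32_Fluc cells (1000/well, 5% FBS OPTI-MEM); incubate overnight at 37 deg C; add 23 nL compound; incubate 24 hr; add Steady-Glo; hold 30 min RT; read luminescence.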
MCF10A rereplic: inducers of DNA re-replication in MCF 10A breast cells; AID 624296; MCF 10A DNA re-replication, Hoechst nuclear intensity, 48 h; 350,000 tested, 2.9% active; Potency, µM (titrated, usually from 46.1 µM), for the others: top-dose activity, positive = re-replication, hits mostly activators; also: potency is read from the fitted curve at half-maximal effect; % of control where 0% means no effect; nearly all actives have a fitted effect of over 50% in size
S2 tox: viability counter-screen for ATXN expression inhibitors. S2 cells (HEK-293 line with an ATXN2-luciferase reporter) viability, CellTiter-Fluor protease fluorescence, 24 h. 400,000 tested, 0.49% active. Potency, µM (doses to about 56.7 µM), actives largely listed as cytotoxic. AID 651635; also: potency is read from the fitted curve at half-maximal effect; nearly all actives have a fitted effect of over 40% in size
ATXN2 expr inh: inhibitors of ATXN2 expression; Potency, µM (doses to about 57 µM), without a hit: top-dose activity change, negative = inhibition, usual class: inhibitors; 360,000 tested, 0.72% active; HEK-293 ATXN2-luciferase reporter, luminescence, 24 h; AID 1745845; also: potency is read from the fitted curve at half-maximal effect; % is scaled to controls: 0 for no effect and ±100 for the full control effect; nearly all actives have a fitted effect of over 55% in size
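ATXN2-luciferase reporter cells (luciferase flanked by upstream and downstream ATXN2 gene portions) were treated 24 h at 37 °C with compounds at up to 57 uM. SteadyGlo luminescence gave expression; GF-AFC fluorescence gave viability.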
A549 tox: A549 cytotoxicity, counter-screen for Nrf2 inhibitors. A549 ARE-Fluc cells, CellTiter-Fluor viability, 18-24 h. Potency, µM (highest dose often 46 µM), inactives show top-dose activity change, negative = cytotoxicity, most hits filed as inhibitors. 390,000 tested, 0.16% active; also: potency is read from the fitted curve at half-maximal effect; % is scaled to controls: 0 for no effect and ±100 for the full control effect
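A549 ARE_Fluc cells in 5% FBS OPTI-MEM were exposed to compounds in concentration-response for 18-24 h at 37 deg C. Viability was read by CellTiter-Fluor fluorescence (Ex 405/Em 525) after 30 min, before the luciferase read.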
IL1B secr inh: inflammasome signaling inhibition, IL-1 beta readout; THP-1 LPS/ATP IL-1B secretion, AlphaLISA, 16 h; stronger effect = lower value; activity change, % at 57.5 µM; 360,000 tested, 4.7% active; in the data active = activity change below about -50%; inconclusive = mostly about -30% to -49%; also: % is scaled to controls: 0 for no effect and ±100 for the full control effect
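THP-1 cells pretreated 1 hr with compounds (up to 57.5 uM final), then stimulated with LPS (250 ng/mL final) plus ATP (1.25 mM final); secreted IL-1B measured by AlphaLISA after 16 hr, decreased signal indicating inhibition.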
Nrf2 block: Nrf2 pathway inhibition; A549 ARE-Fluc reporter, luciferase luminescence, 18-24 h; Potency, µM (series often up to 46 µM), for the others: at the highest dose activity change, negative = inhibition, most hits filed as inhibitors; 360,000 tested, 2.1% active; AID 504444; also: potency is read from the fitted curve at half-maximal effect; % is scaled to controls: 0 for no effect and ±100 for the full control effect; nearly all actives have a fitted effect of over 60% in size
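Quantitative HTS in A549 cells stably bearing an antioxidant response element-firefly luciferase construct. Inhibition of Nrf2-driven transcription was scored by luminescence after 18-24 h of compound exposure at 37 °C.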
HepG2 viability: HepG2 cytotoxicity, counter-screen for TGF-b inhibitors; HepG2 CAGA-GFP viability, ATP luminescence, 18 h; Potency, µM (highest dose often 46.1 µM), for the others: top-dose activity change, negative = cytotoxicity, actives largely listed as cytotoxic; 410,000 tested, 0.76% active; AID 588856; also: potency is read from the fitted curve at half-maximal effect; some results filed as inactive show a strong effect at the top dose
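HepG2 CAGA-GFP cells (1000/well, DMEM with 1% FBS) received compound, then TGF-beta at 500 pg/mL final, and were incubated 18 hours at 37 degrees C. Viability was read by CellTiter-Glo luminescence. Media-only wells were set as complete cell-killing and DMSO as no toxicity.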
TGFb inhibitor: inhibitors of TGF-b signaling. HepG2 CAGA-GFP TGF-b/SMAD3 reporter, GFP fluorescence, 18 h; TGF-beta stimulated, 500 pg/mL final. Potency, µM (top dose mostly 46.1 µM), inactives show top-dose activity, negative = inhibition, hits mostly inhibitors. 410,000 tested, 1.2% active. AID 588855; also: potency is read from the fitted curve at half-maximal effect; % is scaled to controls: 0 for no effect and ±100 for the full control effect; nearly all actives have a fitted effect of over 65% in size
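HEPG2 CAGA-GFP cells (1000/well, DMEM with 1% FBS) were pre-incubated 2 h at 37 degrees C, given compound by pin tool, then stimulated with TGF-beta at 500 pg/mL final for 18 h before per-cell GFP fluorescence imaging.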
The depositor's hits bear a star; i = inactive; ? = inconclusive; · = not tested or not shown; [ ] = remark or other dose. Unless noted, calls follow the shape of the dose curve; as a rule, active = well fitted curve in the direction sought with a large enough effect; inconclusive = small, poorly fitted or top-dose-only effect, or another doubt; inactive = no such curve, though single readings can be large; an effect the other way counts as inactive or inconclusive.

item | Molecule | Nrf2 activator | MCF10A rereplic | S2 tox | ATXN2 expr inh | A549 tox
1 | Cn1c(-c2ccccc2F)cc2onc(-c3ccccc3)c2c1=O | 0.3% | -5% | i | -10% | 6%
2 | CCC1Sc2ccccc2N(CC(=O)NC2CC2)C1=O (stereo unspecified) | 0.0% | 2% | i | 6% | 2%
3 | Cc1c(CNC2CCCC2)c(C(=O)O)c(C)n1Cc1ccccc1 | -0.7% | -1% | i | -9% | 0%
4 | CC(=O)c1ccc(N2Cc3ccccc3/C2=N\C(=O)Nc2ccc(Cl)cc2)cc1 | 0.5%[9.22 µM] | ? | i | 34%[activator] | 14%
5 | CC(C)c1cc(=O)n2[nH]c(N)nc2n1 | -0.2% | 19% | i | -12% | 5%
6 | C=CC[n+]1c(-c2ccc(Cl)cc2Cl)csc1Nc1ccc(NC(C)=O)cc1 | -1.6% | ? | ? | ? | -15%
7 | COc1ccc(CNC(=O)CS(=O)(=O)Cc2nc(-c3cccc(OC)c3)oc2C)cc1 | -0.3% | -1% | i | -7% | -9%
8 | CCOC(=O)c1ccccc1NC(=O)COC(=O)C1=COCCO1 | 0.3% | 23% | i | -1% | -2%
9 | Nc1c(C(=O)N2CCOCC2)sc2nc(N3CCOCC3)c3c(c12)CCCC3 | 2.7% | 15% | i | · | 16%
10 | COc1cccc(Nc2cc(C)c3ccccc3n2)c1 | 0.4% | 0% | i | 13% | 0%
11 | O=C(O)CCn1c(=O)[nH]c2ccccc2c1=O | 0.3% | 4% | i | 5% | -3%
12 | CCOc1ccccc1NC(=O)Cc1noc2ccc(C)cc12 | 0.4% | · | i | 5% | ?

item | IL1B secr inh | Nrf2 block | HepG2 viability | TGFb inhibitor
1 | ? | ? | -20% | ?
2 | -21 | 2% | 0% | -1%
3 | 8 | 3% | -48% | 6%
4 | 0 | 14% | -58% | ?
5 | -16 | -4% | -17% | -12%
6 | -80* | 12µM* | 22µM* | ?
7 | 15 | ? | -30% | -9%
8 | -7 | ? | -5% | -1%
9 | -10 | 8% | -13% | 28%
10 | -55* | 0% | -12% | 1%
11 | 10 | ? | -5% | -8%
12 | · | ? | -11% | 10%

Part of the list above, reduced to TGFb inhibitor and S2 tox.
No. | compound | TGFb inhibitor | S2 tox
3 | Cc1c(CNC2CCCC2)c(C(=O)O)c(C)n1Cc1ccccc1 | 6% | i
4 | CC(=O)c1ccc(N2Cc3ccccc3/C2=N\C(=O)Nc2ccc(Cl)cc2)cc1 | ? | i
5 | CC(C)c1cc(=O)n2[nH]c(N)nc2n1 | -12% | i
6 | C=CC[n+]1c(-c2ccc(Cl)cc2Cl)csc1Nc1ccc(NC(C)=O)cc1 | ? | ?
7 | COc1ccc(CNC(=O)CS(=O)(=O)Cc2nc(-c3cccc(OC)c3)oc2C)cc1 | -9% | i

Back to the main list, starting 3 compounds before the break.
item | Molecule | Nrf2 activator | MCF10A rereplic | S2 tox | ATXN2 expr inh | A549 tox
10 | COc1cccc(Nc2cc(C)c3ccccc3n2)c1 | 0.4% | 0% | i | 13% | 0%
11 | O=C(O)CCn1c(=O)[nH]c2ccccc2c1=O | 0.3% | 4% | i | 5% | -3%
12 | CCOc1ccccc1NC(=O)Cc1noc2ccc(C)cc12 | 0.4% | · | i | 5% | ?
13 | CCN(CC)S(=O)(=O)c1ccc(/C=C/C(=O)Nc2ccc(F)cc2F)cc1 | 2.8% | 3% | i | · | -3%
14 | O=C(CSc1nc2cc(Cl)ccc2s1)NC1CCCc2ccccc21 (stereo unspecified) | 4.5% | ? | ? | 2% | -4%
15 | COC(=O)Nc1nnc(/C=C/c2ccccc2)s1 | 2.7% | 13% | i | 29% | 2%
16 | O=C(COc1ccccc1)N1CCc2ccccc2C1 | 2.6% | -11% | i | 17% | -4%
17 | Nc1nc(N2CCN(C(=O)c3ccco3)CC2)nc2ccccc12 | 0.6% | 3% | i | 33%[activator] | 3%
18 | Cc1ccc(CNc2nc(NCC3CC3)nc3ccsc23)c(C)c1 | 0.3% | · | · | -8% | ·
19 | COC(=O)Cc1ccc(NC(=S)N2CCN(c3cccc(O)c3)CC2)cc1 | 1.8% | ? | i | -19% | 5%
20 | O=c1cc(/N=C/c2coc3cc(Br)ccc3c2=O)[nH]c(=S)[nH]1 | 3.4% | 12% | i | 5% | 0%
21 | COc1ccc(CN(C(=O)CN2C(=O)C(C)Oc3ccccc32)C2CCCC2)c(OC)c1 (stereo unspecified) | 0.8% | 0% | i | 1% | -14%
22 | O=C(Nc1ccccc1C(=O)NC1CC1)c1ccccc1 | -0.6% | -5% | i | -5% | -2%
23 | Cc1cc(Cl)c(S(=O)(=O)NCc2cccnc2)cc1OCC(N)=O | -1.1% | -2% | i | -2% | 4%
24 | CC(C)[C@H](NC(=O)c1ccco1)C(=O)OCC(=O)N1CC(=O)Nc2ccccc21 | 0.2% | -3% | i | -6% | 2%

item | IL1B secr inh | Nrf2 block | HepG2 viability | TGFb inhibitor
10 | -55* | 0% | -12% | 1%
11 | 10 | ? | -5% | -8%
12 | · | ? | -11% | 10%
13 | -4 | ? | -44% | -28%
14 | 12 | 0% | 1% | -14%
15 | 18 | 19% | 15% | 10%
16 | 22 | 14% | 2% | -3%
17 | 2 | 11% | -2% | -1%
18 | -19 | · | -95% | ?
19 | ? | -30% | 2% | 1%
20 | 13 | 10% | -10% | -3%
21 | -21 | · | 2% | ?
22 | -12 | ? | -6% | -1%
23 | 16 | 7% | 10% | -13%
24 | 23 | 7% | 3% | 7%

Continuation:
item | Molecule | Nrf2 activator | MCF10A rereplic | S2 tox | ATXN2 expr inh | A549 tox
25 | CC(NCc1ccc2c(c1)OCO2)c1ccccc1 (stereo unspecified) | 0.0%[9.22 µM] | -7% | i | -6% | 14%
26 | Cn1c(=O)cc(SCC(=O)NCCC2=CCCCC2)c2cc(Cl)ccc21 | -1.0% | 9% | i | -37% | -1%
27 | CCCCN(C)CCCNC(=O)CC1Oc2ccccc2NC1=O (stereo unspecified) | 0.5% | -4% | i | -3% | 2%
28 | COc1cc(OC)c(NC(=O)N2CC3CCCN3c3ccccc32)cc1Cl (stereo unspecified) | 7.2% | · | · | · | 3%
29 | CCOC(=O)Cc1ccc(NS(=O)(=O)c2ccc(SC)cc2)cc1 | 0.8% | 2% | i | -4% | -8%
30 | CCOc1nc(-c2ccccc2)ccc1-c1noc(-c2ccc(OC)c(OC)c2)n1 | 0.0% | ? | i | 10% | 2%
31 | O=C(CNS(=O)(=O)c1ccccc1)NCC(=O)OCc1ccc(Cl)cc1 | 0.2% | -13% | i | 18% | -1%
32 | O=C(O)[C@H]1CCCC[C@H]1C(=O)Nc1cc([N+](=O)[O-])ccc1F | -0.2%[9.22 µM] | 7% | i | 2% | 1%
33 | O=C(N=C1SC2CS(=O)(=O)CC2N1Cc1ccc(F)cc1)C1CCCO1 (stereo unspecified) | -0.7% | 2% | i | 0% | 6%
34 | CC(C)C(=O)NC(NC(=S)Nc1ccc(S(N)(=O)=O)cc1)C(Cl)(Cl)Cl (stereo unspecified) | -0.1% | -5% | i | -3% | 6%
35 | CC(C(=O)N1CCN=C1c1ccccc1)N1C(=O)c2ccccc2C1=O (stereo unspecified) | 0.1% | 5% | i | · | 8%
36 | Cc1c(N(C)C(=O)c2ccccc2F)c(=O)n(-c2ccccc2)n1C | 0.3% | 6% | i | -13% | -4%

item | IL1B secr inh | Nrf2 block | HepG2 viability | TGFb inhibitor
25 | -8 | 1% | -55% | -2%
26 | -17 | 3% | -16% | 3%
27 | 16 | -14% | 16% | 8%
28 | · | ? | -11% | 0%
29 | 8 | ? | 3% | -7%
30 | -7 | 8% | 13% | 19%
31 | 3 | -4% | 4% | 0%
32 | 14 | -5% | -3% | -15%
33 | 6 | 3% | 1% | -18%
34 | -13 | 7% | 5% | 2%
35 | 8 | 20% | 7% | -5%
36 | 14 | -2% | 3% | -5%

Later entries.
item | Molecule | Nrf2 activator | MCF10A rereplic | S2 tox | ATXN2 expr inh | A549 tox
37 | CC(C)(Cc1ccccc1)NC(=O)C(=O)c1cn(CC(=O)N2CCOCC2)c2ccccc12 | 0.0% | -3% | i | 1% | 1%
38 | COc1cc(C=O)ccc1OCC(=O)N1CCOCC1 | -0.2% | -14% | i | 0% | 1%
39 | COc1ccc(-c2[nH]ncc2/C=N\NS(=O)(=O)c2ccc(Cl)cc2)cc1 | -0.5% | 0% | i | -7% | -1%
40 | COC(=O)c1cccc(NC(=O)c2cc3ccccc3o2)c1 | -2.5% | 7% | i | · | 5%
41 | CN(C)S(=O)(=O)N1CCC(CO)(Cc2cccc(C(F)(F)F)c2)CC1 | -0.1% | 12% | i | -10% | -7%
42 | CS(=O)(=O)N(CC(=O)Nc1ccccc1C(=O)NCc1ccccc1)c1ccc2c(c1)OCCO2 | -0.6% | 30% | i | -5% | -2%
43 | CCN(CC)CCCNC(=O)Cn1nc(-c2ccccc2)ccc1=O | -0.6% | 1% | ? | 4% | -9%
44 | CCN(CC)CCSc1nnc2c3cc(F)ccc3n(C)c2n1 | 3.1% | · | i | -18% | -6%

item | IL1B secr inh | Nrf2 block | HepG2 viability | TGFb inhibitor
37 | 13 | 8% | 6% | 0%
38 | 22 | 15% | 3% | 4%
39 | -4 | · | 0% | -28%
40 | 14 | ? | -33% | -4%
41 | -4 | -18% | 1% | -2%
42 | -20 | -18% | -2% | -3%
43 | -2 | 19% | -5% | 3%
44 | · | ? | -3% | 1%
